KDM5B inhibitor – inhibitors of human KDM5B histone demethylase; 220,000 tested, 2.6% active; KDM5B demethylase, FDH-coupled NADH fluorescence (FDH is formaldehyde dehydrogenase); Potency, µM (doses to about 57.7 µM), inactives show top-dose activity change, negative = inhibition, hits mostly inhibitors; Q9UGL1; active = well fitted inhibition curve with a large enough effect; inconclusive = small, poorly fitted or top-dose-only effect; inactive = no such curve, though single readings can be large or run the other way; note: 0% is about no effect; nearly all actives have a fitted effect of over 70% in size
Target sequence (Q9UGL1 whole entry, looked up): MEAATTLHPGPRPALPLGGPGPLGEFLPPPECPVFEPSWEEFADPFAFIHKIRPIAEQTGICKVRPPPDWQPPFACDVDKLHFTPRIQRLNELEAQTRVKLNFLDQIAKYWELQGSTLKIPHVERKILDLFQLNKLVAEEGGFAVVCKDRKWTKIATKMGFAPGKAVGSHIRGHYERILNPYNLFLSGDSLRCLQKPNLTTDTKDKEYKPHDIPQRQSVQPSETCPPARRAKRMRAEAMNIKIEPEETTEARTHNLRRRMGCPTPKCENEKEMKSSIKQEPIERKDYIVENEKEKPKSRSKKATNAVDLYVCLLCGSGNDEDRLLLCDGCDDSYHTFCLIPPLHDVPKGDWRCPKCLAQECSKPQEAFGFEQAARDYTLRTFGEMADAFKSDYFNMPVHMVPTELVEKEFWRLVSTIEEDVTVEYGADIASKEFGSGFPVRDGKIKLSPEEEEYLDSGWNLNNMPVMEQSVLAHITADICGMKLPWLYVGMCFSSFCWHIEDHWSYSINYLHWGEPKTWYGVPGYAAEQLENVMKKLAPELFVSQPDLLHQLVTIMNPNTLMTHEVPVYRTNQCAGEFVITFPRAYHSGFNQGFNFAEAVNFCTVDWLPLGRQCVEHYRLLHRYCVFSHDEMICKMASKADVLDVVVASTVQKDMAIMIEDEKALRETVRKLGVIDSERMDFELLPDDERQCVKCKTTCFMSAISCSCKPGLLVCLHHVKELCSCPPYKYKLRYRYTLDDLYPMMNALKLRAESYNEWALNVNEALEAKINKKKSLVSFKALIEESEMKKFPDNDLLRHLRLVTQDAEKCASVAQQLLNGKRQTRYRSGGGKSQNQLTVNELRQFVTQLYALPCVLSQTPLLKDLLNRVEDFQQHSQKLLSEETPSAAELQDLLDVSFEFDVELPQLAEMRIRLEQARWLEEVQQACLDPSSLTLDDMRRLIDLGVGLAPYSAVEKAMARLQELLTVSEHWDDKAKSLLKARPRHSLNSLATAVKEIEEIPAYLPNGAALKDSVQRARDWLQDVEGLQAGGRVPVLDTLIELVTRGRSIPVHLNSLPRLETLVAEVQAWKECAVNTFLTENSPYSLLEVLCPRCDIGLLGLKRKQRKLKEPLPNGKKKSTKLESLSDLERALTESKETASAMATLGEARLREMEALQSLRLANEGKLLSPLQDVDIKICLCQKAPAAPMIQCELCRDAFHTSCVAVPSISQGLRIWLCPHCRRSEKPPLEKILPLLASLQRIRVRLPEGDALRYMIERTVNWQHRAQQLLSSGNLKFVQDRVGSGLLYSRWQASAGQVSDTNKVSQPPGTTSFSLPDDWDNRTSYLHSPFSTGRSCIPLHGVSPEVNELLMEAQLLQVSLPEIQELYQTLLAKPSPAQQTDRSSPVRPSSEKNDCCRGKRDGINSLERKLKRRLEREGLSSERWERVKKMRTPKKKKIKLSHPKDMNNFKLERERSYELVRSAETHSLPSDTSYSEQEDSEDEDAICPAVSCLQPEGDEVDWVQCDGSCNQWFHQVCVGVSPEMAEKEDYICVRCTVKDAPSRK
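Inhibition is measured as reduced NADH fluorescence generation from FDH coupling to formaldehyde release. Truncated KDM5BΔAP at 200 nM final acts on H3K4me3 peptide (12.5 µM in substrate mix) in pH 7.5 HEPES buffer with Tween-20, 30 min, room temperature.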
Active calls of the source: *; i = inactive; ? = inconclusive; & = joins results of further samples; [ ] = dose if it differs, or a comment. Potency is the fitted concentration of half-maximal effect. An excerpt (hit frequency here may not be typical).

The opening three compounds, ahead of the listing:
SMILES	KDM5B inhibitor
Cc1ccc(CSCc2ccc(C(=O)NCCc3ccc(Cl)cc3)o2)cc1	?
O=C(CN1C(=O)COc2ccc(S(=O)(=O)N3CCCCC3)cc21)NCc1ccc(Cl)cc1	-26%
CC(=O)c1ccc(NC(=O)N2C[C@@H]3C[C@H](C2)c2ccc(NC(=O)c4ccncc4)c(=O)n2C3)cc1	-15%

The listing, previewed entries included:
SMILES	KDM5B inhibitor
Cc1ccc(CSCc2ccc(C(=O)NCCc3ccc(Cl)cc3)o2)cc1	?
O=C(CN1C(=O)COc2ccc(S(=O)(=O)N3CCCCC3)cc21)NCc1ccc(Cl)cc1	-26%
CC(=O)c1ccc(NC(=O)N2C[C@@H]3C[C@H](C2)c2ccc(NC(=O)c4ccncc4)c(=O)n2C3)cc1	-15%
CC(C)n1nc(OC(C)(C)C(=O)NCCOc2ccccc2)c2cc(CN3CCOCC3)ccc21	28µM*
O=C(CCCCCn1c(=O)c2sccc2n(Cc2ccc(Cl)cc2)c1=O)NCc1ccc2c(c1)OCO2	-14%
CCCCc1nc(NCC2CCCO2)c(C#N)c2c1CCCC2 (stereo not given)	?
CCOc1ccc(NC(=O)CC2C(=O)N(c3ccc(C)cc3)C(=O)N2CCC2=CCCCC2)cc1 (stereo not given)	-29%
Fc1ccc(-c2csc(SCc3ccccc3F)n2)cc1	9%
Cc1ccc(C(=O)N2CCn3c(nn(-c4ccc(C)cc4)c3=O)C2)cc1	25%
CCn1c(C)c(C)c2cc(C(=O)NCCc3cc(OC)ccc3OC)ccc21	?
CC1=C[C@]2(C[N+](Cc3ccccc3)=C(N)N2)n2c(=O)n(-c3ccccc3)c(=O)n2C1	-7%
O=C1Nc2ccccc2CC12CCCN2Cc1ccc(F)cc1 (stereo not given)	4%[149 µM]
CCc1ccc(C(=O)C(C)OC(=O)c2ccc(CO)cc2)cc1 (stereo not given)	7%
O=C(CSc1ccc(-c2cccs2)nn1)Nc1ccccc1	-15%
O=C1CC2(CCN(C(=O)c3ccc(C(F)(F)F)cc3)CC2)Oc2ccccc21	?
COCCC1(CO)CCCN(Cc2cc(Cl)cc(OC)c2OC)C1 (stereo not given)	33%[activator]
CCCOc1ccc(C2C3=C(CC(C)(C)CC3=O)Nc3cc4c(cc32)OCO4)cc1 (stereo not given)	?
CC(C)c1ccc(C(=O)Nc2cc(-c3ccccc3F)nn2-c2ccccc2)cc1	-9%
O=C(O)CCC(=O)N[C@H]1CCN2C(=O)c3cc(-c4ccccc4F)ccc3NC(=O)[C@H]12	12%[86.2 µM]
CCNC(=O)O[C@@H]1CO[C@H]2[C@@H]1OC[C@@H]2NC(=S)Nc1ccc(N(C)C)cc1	-6%[86.2 µM]
CC(C)[C@@H]1CN(C(=O)c2scc3c2CCCC3)C[C@H]1NS(C)(=O)=O	9%
O=C([C@H]1O[C@H](CCN2CCOCC2)CC[C@@H]1O)N1CCN(c2ccccc2)CC1	-20%[86.2 µM]
Cc1cc2cc(NC(=O)c3nccnc3N)ccc2[nH]1	12%
O=C1C2=C(Nc3ccccc3SC2c2ccc(C(F)(F)F)cc2)c2ccccc21 (stereo not given)	?
Cc1ccc(-c2ccc(=O)n(Cc3noc(C(=O)NC(C)Cc4ccco4)n3)n2)cc1 (stereo not given)	-12%
O=C(NCc1ccccc1Cl)C1=Cc2cc(Br)ccc2OC1	-15%
CCNC(=O)CSc1nnc(-c2ccccc2Cl)n1-c1cccc(C(F)(F)F)c1	3%
CCOC(=O)c1ccc(NC(=O)c2cn3c4c(ccc(Cl)c4c2=O)OC(C)C3)cc1 (stereo not given)	-8%
COc1ccc(-c2ccc(NS(=O)(=O)c3ccc(C(C)=O)cc3)cc2)nn1	?
Cc1c(NC(=O)c2cc(-c3ccccc3)on2)c(=O)n(-c2ccccc2)n1C	12%
Cc1ccc(NC(=O)CN2C(=O)CSc3ccc(S(=O)(=O)N(C)C)cc32)c(C)c1	?
CC1Cn2c(C(=O)NCCc3ccc(Cl)cc3)cc3cccc(c32)S1 (stereo not given)	?
Cc1cn2nc(C(=O)Nc3ccc(F)c(F)c3)cc2c(N(C)Cc2ccccc2)n1	32µM*
Cc1ccc2onc(CC(=O)N3CCN(c4ccc(Cl)cc4)CC3)c2c1	-13%
O=C(Nc1ccc(Cl)nc1)c1cccn2cncc12	?
COCCOc1ccc(C(=O)N[C@@H]2CN(C(=O)Nc3cccc(C#N)c3)CCC[C@H]2O)cc1	18%
CCc1nc(CC)n2ccn(Cc3ccc(C#N)cc3)c(=O)c12	6%
Cc1ccc(NC(=O)CSc2cn(C)c3ccccc23)cc1	-11%
CC(CCc1ccccc1)NC(=O)CN1C(=O)NC(c2ccc(Cl)cc2)C2=C1COC2=O (stereo not given)	2%
CN1c2cc(C(=O)Nc3ccc(Br)cc3)ccc2C(=O)N2CCCCCC21 (stereo not given)	?

A run of entries of the results above, for reference:
SMILES	KDM5B inhibitor
CC(CCc1ccccc1)NC(=O)CN1C(=O)NC(c2ccc(Cl)cc2)C2=C1COC2=O (stereo not given)	2%
CN1c2cc(C(=O)Nc3ccc(Br)cc3)ccc2C(=O)N2CCCCCC21 (stereo not given)	?

(cont.)
SMILES	KDM5B inhibitor
COC(=O)C1CN(CC(C)C)CCS(=O)(=O)N1Cc1ccc(OC)cc1 (stereo not given)	9%
CCc1cc(C(=O)N2CCN(c3ccccc3OC)CC2)no1	10%
COc1ccc(C(=O)OCc2ccc(C)cc2)cc1S(=O)(=O)N1CCOCC1	-3%
Cc1ccc(C(=O)Nc2ccc3oc(C)nc3c2)c(C)c1	22%
CCCNC(=O)NC(=O)Cn1nnc(-c2ccc(F)c(C)c2)n1	-10%
CN(CC(=O)Nc1ccc(Cl)cc1)Cc1cc(Cl)cc2c1OCOC2	-15%
C[C@H]1CCCN1C(=O)c1nnc(CNCCCn2ccnc2)n1-c1ccccc1	15%[86.2 µM]
CCOCCOC(=O)C(C)Oc1ccc2c(=O)c(Oc3cc(C)ccc3C)coc2c1 (stereo not given)	-6%
C=C(C)c1c(-c2ccc(OC)cc2)noc1C(C)(C)O	16%
O=C1CSC(=S)N1/N=C/c1cccc(C(F)(F)F)c1	-31%
CCc1ccc(OCC(O)Cn2cnc3c2c(=O)n(C)c(=O)n3C)cc1 (stereo not given)	17%
O=C(CSc1nnnn1C1CC1)N1CCN(S(=O)(=O)c2cccc(C(F)(F)F)c2)CC1	11%
CC(=O)N1C[C@@H](C(=O)NCc2ccc3c(c2)OCO3)[C@H](c2nc(C)no2)C1	-20%
Cc1cccn2c3c(c(=O)nc12)C(c1cccc(F)c1)CC(=O)N3 (stereo not given)	-19%
O=C(Nc1cccc(-c2nc3cc(Cl)ccc3o2)c1)c1ccc(Br)o1	-3%
COc1ccccc1C(C1=C(O)CC(C)(C)CC1=O)C1=C(O)CC(C)(C)CC1=O	-22%
CCCCCCCCCCCC(=O)Nc1cccc(C)c1C	26%
Cc1ccc(-c2cccc(C(=O)N3CC[C@](C)(O)[C@H](C)C3)c2)o1	?
Cc1ccc(S(=O)(=O)Nc2nc3ccccc3nc2Nc2ccc(F)cc2)cc1C	17%
COc1ccc2oc(-c3ccc(NC(=O)c4ccccc4)cc3)nc2c1	?
NC(=O)C1CCN(C(=O)CCC(=O)N2CCN(C(=O)c3cc4ccccc4[nH]3)CC2)CC1	10%
Cc1ccc(NC(=O)CCc2ncc(-c3ccccc3F)o2)c(Cl)c1	10%
CC(=O)N1CCN(C[C@@H]2C=C(C)[C@H](Cc3nnc(-c4cccnc4)o3)C[C@H]2C(C)C)CC1	-12%
COC(=O)c1cnc(NCc2ccc(F)cc2)c2ccccc12	?
O=c1n(-c2ccc([N+](=O)[O-])cc2)nc2n1CCN(Cc1ccc(F)cc1)C2	-17%
CC1CCCC(NC(=O)c2ccc(F)cc2Br)C1C (stereo not given)	-1%
O=C1Nc2cnccc2C2(CCN(C(=O)c3cccnc3)C2)O1 (stereo not given)	-17%[86.2 µM]
CCC(C(=O)N1CCCN(c2cc(-c3ccc(OC)cc3)[nH]n2)CC1)c1ccccc1 (stereo not given)	?
Cn1nccc1C(=O)N1CCCCCCNC(=O)[C@@H]2C[C@@H](c3nc(Cc4ccccc4)no3)C[C@@H]21	-11%
COc1ccc(CC(=O)Nc2sc3c(c2C(=O)Nc2ccc(C)cc2)CCCCC3)cc1	22%

Compounds above containing an NH in an aromatic ring, in the order listed:
SMILES	KDM5B inhibitor
Cc1cc2cc(NC(=O)c3nccnc3N)ccc2[nH]1	12%
NC(=O)C1CCN(C(=O)CCC(=O)N2CCN(C(=O)c3cc4ccccc4[nH]3)CC2)CC1	10%
CCC(C(=O)N1CCCN(c2cc(-c3ccc(OC)cc3)[nH]n2)CC1)c1ccccc1 (stereo not given)	?

Additional compounds follow:
SMILES	KDM5B inhibitor
Cc1ccc2cccc(NC(=O)c3ccccc3C)c2n1	7%
O=C(CCCNC(=O)c1ccc(Cl)cc1)Nc1cccc(S(=O)(=O)N2CCCCC2)c1	-33%
CC1CCC/C(=N/NC(=O)c2cccs2)C1 (stereo not given)	25%
O=C(NCc1ccncc1)C1c2ccccc2C(=O)N(Cc2ccccc2)C12CCCCC2 (stereo not given)	15%
O=C(Nc1ccccc1)N1CCCC(c2nc(CCOc3ccc(F)cc3)no2)C1 (stereo not given)	-6%
Cc1cc(C(F)(F)F)nn1CC(=O)Nc1c(F)cc(F)cc1Br	8%
Cn1c(=O)c2c(nc(SCCCCC#N)n2Cc2ccccc2Cl)n(C)c1=O	6%
CC1CCCCC1NC(=O)c1ccc(Cl)nc1 (stereo not given)	9%
COc1ccc(CNC(=O)CC2C(=O)NCCN2C2Cc3ccccc3C2)cc1 (stereo not given)	-23%
CCOc1cc2c(cn1)NCCN(Cc1ccncc1Cl)C2	?
Cc1ccc(CNC(=O)C(C)N2CCCC(C(F)(F)F)C2)cc1 (stereo not given)	-10%
Cc1nn(-c2ccccc2)c2sc(C(=O)Nc3cccc(Cl)c3)cc12	?
Cn1cc(S(=O)(=O)N2CCCCCC2)cc1C(=O)N1CCN(c2cccc(C(F)(F)F)c2)CC1	-14%
Cc1nc2nc(C(F)(F)F)[nH]n2c(=O)c1Cc1cccc(Cl)c1	12%
COc1ccc(C(C)=O)c(F)c1	19%
CCCNC(=O)Cn1nc(-c2ccc(C)c(C)c2)c2cnc3ccc(OC)cc3c21	?
COc1cc(C(=O)Nc2cc3c(cc2C)n(C)c(=O)c(=O)n3C)cc(OC)c1OC	11%
CC(/C=N/Nc1ccc2nncn2n1)=C\c1ccccc1	9%
O=C(O)C1CCCN1c1nc(-c2ccc(Cl)c(Cl)c2)cc(C(F)(F)F)n1 (stereo not given)	-1%
Cc1cc(C)cc(NS(=O)(=O)c2ccc(-c3cnc(C)o3)cc2)c1	0%
Cc1cc(C)cc(NC(=O)N2CCC(CN3CCCCCC3)CC2)c1	-29%
O=C(c1cccc(F)c1)N1CCOC[C@H](Oc2ccc(C(F)(F)F)cc2)C1	-9%[86.2 µM]
Cc1cc(C)n(C(=O)c2cn(C)nc2S(=O)(=O)N2CCN(c3ccccc3Cl)CC2)n1	11%
COc1cc(SC)ccc1C(=O)N[C@H]1CCN2C(=O)[C@@H](CC(C)C)NC(=O)[C@@H]2C1	23%[86.2 µM]
c1cncc(-c2cnc([C@@H]3COCCN3Cc3cnc4ccccc4c3)[nH]2)c1	6%[86.2 µM]
COC1CCN(c2cc(-c3ccsc3)nc3c(C)noc23)CC1	-6%[86.2 µM]
Cc1cc(CNC(=O)C2CCCCn3nnnc32)c2[nH]c(-c3ccccc3)c(C)c2c1 (stereo not given)	?
Cc1n[nH]c(C)c1CCNC(=O)c1ccccc1OC1CCN(Cc2ccccn2)CC1	?
CC1(C)c2[nH]c3ccccc3c2C[C@H]2C(=O)N(CCCO)CC(=O)N21	10%
COc1ccc(CNC(=O)CC(C)CC2=NS(=O)(=O)c3ccccc3N2)cc1 (stereo not given)	-22%
COc1ccc(CNC(=O)CSCc2cnn(-c3ccccc3)c2-n2cccc2)cc1	-22%
CCOCCCNC(=O)c1noc(-c2ccc[nH]c2=O)n1	i
C[C@@H](NC(=O)c1cccn1C)c1onc(-c2ccc(F)cc2)c1C(=O)O	-16%[86.2 µM]
Cc1cc(NC(=O)c2ccc3c(c2)OCCO3)cc(-c2nc3ccccc3o2)c1O	9%&-7%
Cc1ccc(Cl)cc1NC(=O)CN1C(=O)COc2ccc(S(=O)(=O)N3CCOCC3)cc21	-42%
CN(C)Cc1cn([C@H]2CO[C@H]3[C@@H]2OC[C@H]3O)nn1	14%[115 µM]
CCc1cnc2c(c1SCC(=O)c1ccccc1)c(=O)n(C)c(=O)n2C	-13%
CCN1c2cc(C(=O)Nc3ccc(OC)c(OC)c3)ccc2C(=O)N2CCCC21 (stereo not given)	?
COc1ccc(NC(=O)CCn2ccnc2)c(OC)c1	4%&-3%
COc1ccccc1N1CCN(c2ccc(=O)n(CC(=O)NCc3ccc(F)cc3)n2)CC1	?

Part of the list above, reformatted.
Compound,KDM5B inhibitor
Cc1cc(CNC(=O)C2CCCCn3nnnc32)c2[nH]c(-c3ccccc3)c(C)c2c1 (stereo not given),?
Cc1n[nH]c(C)c1CCNC(=O)c1ccccc1OC1CCN(Cc2ccccn2)CC1,?

The list continues:
SMILES	KDM5B inhibitor
Cn1ccnc1CN1CCN(Cc2cc3n(n2)CCNC3)CC1	14%
O=C(NCc1ccc(N2CCOCC2)cc1)c1cccnc1N1CC2CC(C1)[C@H]1CCCC(=O)N1C2 (stereo not given in full)	?
COc1ccc(C(=O)N2CC(=O)Nc3ccc(F)cc3C2c2ccc(F)cc2)c(OC)c1 (stereo not given)	0%
CN1CCCCCC1C(=O)NCc1cccnc1Oc1ccccc1F (stereo not given)	3%
O=C(NCc1ccc(F)cc1)N1CCC(n2cnnc2C2CC2)C1 (stereo not given)	14%
Cn1ccnc1C(=O)N1CCCCCCNC(=O)[C@@H]2C[C@@H](c3nc(Cc4ccccc4)no3)C[C@@H]21	12%
O=C(CC1(O)C(=O)N(Cc2ccccc2)c2ccccc21)c1ccccc1Cl (stereo not given)	-17%

Assay outcomes deposited in PubChem by National Center for Advancing Translational Sciences (NCATS).
